From PubChem BioAssay
TRPC6 inh – mouse TRPC6 channel inhibition; Q61143; HEK293-TRPC6, membrane potential dye, ACh-evoked depolarization; stronger effect = lower value; B-score at 10 µM; hit rate 1.1% among 310,000; AID 2553;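 active = B-score under library mean minus 3 SD, initial fluorescence not abnormally high, positive integrated signal ratio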;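 note: B-score derived from integrated fluorescence ratio over the kinetic read; more negative B-score means stronger inhibition of depolarization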
ANO1 activ – activates or potentiates the mouse TMEM16A chloride channel | HEK293 TMEM16A/YFP-H148Q/I152L, iodide quench fluorescence; stronger effect = lower value | B-score at 10 µM | hit rate 0.3% among 340,000 | AID 623877;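 active = fluorescence-ratio B-score plate-corrected deviation score at least 3 library SD below zero, with starting fluorescence score within 5 deviations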;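 note: channel opened by trigger with iodide after compound preincubation; score built on the fluorescence ratio of max minus min over baseline; more negative score means more quench and so TMEM16A activation or potentiation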
Target sequence (Q8BHY3 whole entry, looked up): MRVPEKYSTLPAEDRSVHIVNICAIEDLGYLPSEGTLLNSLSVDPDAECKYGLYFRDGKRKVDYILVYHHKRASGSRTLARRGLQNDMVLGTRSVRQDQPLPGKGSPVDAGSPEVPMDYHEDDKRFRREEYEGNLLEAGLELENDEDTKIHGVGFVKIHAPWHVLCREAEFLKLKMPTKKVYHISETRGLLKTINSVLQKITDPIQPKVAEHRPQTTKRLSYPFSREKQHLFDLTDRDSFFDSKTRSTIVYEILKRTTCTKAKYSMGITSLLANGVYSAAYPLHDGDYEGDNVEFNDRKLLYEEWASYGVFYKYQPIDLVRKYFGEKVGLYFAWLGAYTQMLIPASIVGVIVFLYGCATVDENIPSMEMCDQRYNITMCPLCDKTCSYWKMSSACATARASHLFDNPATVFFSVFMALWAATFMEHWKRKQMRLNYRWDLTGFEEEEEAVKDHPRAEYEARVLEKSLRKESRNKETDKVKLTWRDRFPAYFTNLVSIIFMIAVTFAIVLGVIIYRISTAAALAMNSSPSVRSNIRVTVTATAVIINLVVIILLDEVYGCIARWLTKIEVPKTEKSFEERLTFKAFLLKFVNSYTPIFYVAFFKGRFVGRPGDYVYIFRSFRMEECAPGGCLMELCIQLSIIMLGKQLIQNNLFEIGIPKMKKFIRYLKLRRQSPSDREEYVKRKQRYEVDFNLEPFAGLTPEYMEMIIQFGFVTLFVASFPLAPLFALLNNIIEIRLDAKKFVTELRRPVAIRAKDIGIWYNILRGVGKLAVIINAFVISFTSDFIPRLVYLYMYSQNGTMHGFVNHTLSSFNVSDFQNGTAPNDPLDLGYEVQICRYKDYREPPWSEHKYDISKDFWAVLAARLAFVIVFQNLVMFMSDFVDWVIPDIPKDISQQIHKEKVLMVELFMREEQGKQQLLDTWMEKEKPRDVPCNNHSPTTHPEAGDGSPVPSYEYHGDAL
TRPC6 act – activates the mouse TRPC6 cation channel | hit rate 0.13% among 310,000 | Q61143 | HEK293-TRPC6 membrane potential dye fluorescence; stronger effect = higher value | B-score at 10 µM;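 active = B-score of the integrated fluorescence ratio above library mean plus 3 SD, and starting fluorescence ratio within library mean plus 5 SD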;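 note: higher score means more depolarization so channel activation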
TMEM16A inh – inhibitors of mouse TMEM16A calcium-activated chloride channel | Q8BHY3 | HEK293 TMEM16A/YFP iodide influx fluorescence, ionomycin | normalized B-score (activity score, 25-100; higher = stronger inhibition) at 10 µM | hit rate 1.2% among 310,000;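 active = ratio plate-corrected score three or more library SD toward inhibition, starting fluorescence score within five deviations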;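 note: score derived from kinetic fluorescence span divided by baseline fluorescence per well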
MrgX1 antag – human MrgX1 receptor antagonism, primary screen | Q96LB2 | MRGX1-HEK293 calcium flux, Fluo-4, BAM8-22 antagonism; stronger effect = lower value | B-score at 10 µM | hit rate 1.3% among 310,000 | AID 588676;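 active = calcium-response B-score plate-corrected more than 3 library SD below zero, starting fluorescence within 5 deviations, no agonist response on first addition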;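 note: peak minus trough fluorescence over baseline after final BAM8-22 challenge near maximal dose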
RGS4 pot – RGS4 potentiation or activation; HEK293 M3R/inducible RGS4, carbachol calcium flux Fluo4; stronger effect = lower value; B-score at 10 µM; hit rate 0.92% among 310,000;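 active = B-score of the integrated calcium signal more than 4 SD below the library mean, with starting fluorescence not abnormally high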;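 note: negative B-score means reduced calcium response which marks RGS4 activation or potentiation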
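Reagent: ECmax carbachol challenge; Test system: M3R-expressing HEK293 line, RGS4 induced by doxycycline; Schedule: overnight RGS4 induction, 30 min dye load 37 °C, 20 min compound RT; Detection: calcium dye Fluo4 fluorescence; Read-out: Agonist-evoked peak-minus-minimum fluorescence over baseline, integrated ratio, B score.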
MrgX1 ag – human MrgX1 receptor agonism, primary screen; Q96LB2; MrgX1-HEK293 cells, Fluo-4 calcium fluorescence, agonist mode; stronger effect = higher value; B-score at 10 µM; hit rate 0.44% among 310,000;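 active = calcium response B-score plate-corrected fluorescence ratio at least 3 library SD, with starting fluorescence B-score inside 5 SD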
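Material: MrgX1-expressing HEK293 cells; input: 15,000 cells per well; doses: test compound given as first of three sequential additions; schedule: overnight plating before 1 h dye loading; technique: Fluo-4 NW calcium-flux fluorescence, kinetic read; evaluation: baseline-normalised fluorescence change ratio, B-scored; control set: plate-wise positive and negative controls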
SKKanGAS inh – blocks kanamycin growth of S. pyogenes SKKanGAS strain; hit rate 1.3% among 300,000; inhibition, % at 7.5 µM; BacTiter-Glo, 6 h;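 active = mean replicate score, as percent of positive control median, at least 50; inconclusive = mean below 50 but one replicate at or above 50; inactive = mean and every replicate below 50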;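 note: strain carries kanamycin resistance gene driven by streptokinase promoter and grows in 40 µg/ml kanamycin; loss of luminescence reflects streptokinase promoter inhibition or plain growth inhibition; 0% = median of DMSO wells and 100% = positive control at its reference dose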
HDAC3 inh – blocks human histone deacetylase 3; O15379; AID 2718; recombinant HDAC3, fluorogenic peptide/trypsin coupled, fluorescence; inhibition, % at 8.3 µM; hit rate 0.15% among 320,000; in the data active = inhibition above about 26%, passing the limit was not always enough; inconclusive = no clear call, values can overlap the other calls
MrgX1 PAM – human MrgX1 positive allosteric modulation, primary screen | Q96LB2 | MrgX1-HEK293, Fluo-4 calcium flux, FDSS; stronger effect = higher value | B-score at 10 µM | hit rate 0.63% among 310,000 | AID 588675;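 active = plate-corrected calcium response at least 3 library SD above typical, normal starting fluorescence, not activating the receptor alone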;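 note: compound read alongside a low EC10 to EC30 dose of BAM8-22 agonist; peak minus trough fluorescence over baseline measured at the second addition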
RGS4 block – inhibitors of human RGS4; HEK293 M3R/RGS4 inducible, Fluo-4 calcium flux; stronger effect = higher value; triggered by carbachol at its EC20; hit rate 0.45% among 310,000; AID 463165; P49798; B-score at 10 µM;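 active = B-score, a plate-corrected calcium signal, over three deviations above library mean, with baseline fluorescence within five deviations of library mean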;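 note: RGS4 expression induced by doxycycline in cells with stable M3 receptor; B-score is computed from the integrated fluorescence ratio over baseline after carbachol; higher B-score means a larger calcium signal and so more RGS4 inhibition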
An asterisk follows results filed as active; i = inactive; ? = inconclusive; . = no result given.

Order of values: TRPC6 inh | ANO1 activ | TRPC6 act | TMEM16A inh | MrgX1 antag | RGS4 pot | MrgX1 ag | SKKanGAS inh | HDAC3 inh | MrgX1 PAM | RGS4 block
NC(=O)c1ccccc1N/C=C/C(=O)c1ccc(Cl)cc1Cl
→ i | i | i | . | . | i | . | 4 | . | . | i
CCCc1nnc(SCC(=O)Nc2ccc3c(c2)OCCO3)n1CCOC
→ i | i | i | i | i | i | i | -1 | 0 | i | i
CCNC(=S)NNC(=O)Cn1c(=O)c2c(ncn2CCOC)n(Cc2ccccc2)c1=O
→ i | i | i | i | i | i | i | -5 | -1 | i | i
Cc1nn(Cc2ccccc2Cl)c(Cl)c1/C=C/C(=O)OCC(=O)NC(N)=O
→ i | i | i | i | i | i | i | 1 | . | i | i
CSc1ccc(S(=O)(=O)NCC(=O)OCC(=O)NCC2CCCO2)cc1[N+](=O)[O-] (centres undefined)
→ i | i | i | i | i | i | i | 24 | -6 | i | i
C=CCn1c(CNC(=O)c2ccccc2F)nnc1SCC(=O)N1CCOCC1
→ i | i | i | i | i | i | i | 13 | -4 | i | i
CC1CCN(C(=O)C2CCN(CCCc3ccccc3)CC2)CC1
→ i | . | i | i | i | i | i | 7 | ? | i | i
O=C(COc1ccc(S(=O)(=O)N2CCCC2)cc1)NCc1cccnc1
→ i | i | i | i | i | i | i | . | -7 | i | i
Nc1ccc(N2CCOCC2)c(Cl)c1
→ . | i | . | i | i | . | i | . | 3 | i | .
COc1ccc(CNc2ncc(-c3ccccc3)n2C)c2ccccc12
→ i | i | i | i | i | i | i | 33 | -7 | i | i
Cc1ccc(Cn2c(SCCN3CCCCC3)nc3c2c(=O)[nH]c(=O)n3C)cc1
→ i | i | i | i | i | i | i | 0 | . | i | i
Cc1ccc(S(=O)(=O)Nc2ccccc2/C=N/c2nc3ccccc3n2C(C)C)cc1
→ . | i | . | i | i | . | i | . | 4 | i | .
CCN1CCN(CC(=O)Nc2cc(F)ccc2C)CC1
→ i | . | i | i | i | i | i | 18 | -4 | i | i
Cc1cc(C)c(C#N)c(SCS(=O)c2ccc(C(C)(C)C)cc2)n1 (centres undefined)
→ i | i | i | i | i | i | i | 24 | 2 | i | i
Cc1nc(NC(=O)CSc2nnc(C3CC3)n2C)sc1C(=O)N(C)C
→ i | i | i | i | i | i | i | -2 | -1 | i | i
CN1CCN(S(=O)(=O)c2ccc(Sc3nnc(-c4cccs4)n3-c3ccccc3)nc2)CC1
→ i | i | i | i | i | i | i | -2 | 1 | i | i
C=CCN1C(=O)C(O)(CC(=O)c2ccccc2)c2ccccc21 (centres undefined)
→ i | i | i | i | i | i | i | 5 | -4 | i | i
COc1cccc2c(=O)n(CC(=O)Nc3ccccc3F)ccc12
→ i | i | i | i | i | i | i | -1 | 3 | i | i
O=C(O)CCn1nc(-c2ccc(F)cc2)cc(Cc2ccccc2)c1=O
→ i | i | i | i | i | i | i | -1 | 5 | i | i
COc1ccc(C(NC(=O)CN2CCCCCC2)c2ccc(OC)cc2)cc1
→ i | i | i | i | i | i | i | 0 | 7 | i | i
CCC(C)n1cnc2c(c1=O)c1nc3ccccc3nc1n2-c1ccc2c(c1)OCCO2 (centres undefined)
→ i | i | i | i | i | i | i | 6 | -6 | i | i
COc1cc(NC(=O)c2cc(-c3ccccc3Cl)on2)cc(OC)c1OC
→ i | i | i | i | i | i | i | 13 | 14 | i | i
COc1cc(NC(=O)c2cccc(C)c2)c(OC)cc1NC(=O)CN1CCCCC1
→ i | i | i | i | i | i | i | 2 | 4 | i | i
O=C(Nc1cccc2ccccc12)/C(Cl)=C/c1ccccc1
→ i | i | i | i | i | i | i | 6 | 0 | i | i
COc1ccccc1NC(=O)N1CCCC1C(=O)NCC1CCCO1 (centres undefined)
→ i | i | i | i | i | i | i | -12 | -6 | i | i
COc1ccc(OCCOC(=O)CNC(=O)c2cccc(C)c2)cc1
→ i | i | i | i | i | i | i | -18 | 1 | i | i
COc1cccc(NC(=S)NCc2ccc(F)cc2)c1
→ i | i | i | i | i | i | i | 3 | -3 | i | i
CCOC(=O)c1c(O)c2ccccc2n(C)c1=O
→ i | i | i | i | i | i | i | 5 | 0 | i | i
O=C(NC1CCCCNC1=O)c1ccccc1 (centres undefined)
→ i | i | i | i | i | i | i | -2 | -1 | i | i
COc1ccc(-c2ccnc(SCC(=O)c3ccc(OC)c(OC)c3)n2)cc1
→ i | i | i | i | i | i | i | -14 | 6 | i | i
O=C(O)CSCc1cnn(-c2ccccc2)c1-n1cccc1
→ i | i | i | i | i | i | i | 4 | 0 | i | i
CCOc1cc(NC(=O)CCl)c(OCC)cc1NC(C)=O
→ i | i | i | i | i | i | i | -3 | ? | i | i
CC(C)C[C@H](NC(=O)c1[nH]cnc1C(=O)N[C@@H](C)C(=O)OC(C)(C)C)C(=O)OCc1ccccc1
→ i | i | i | i | i | i | i | 73* | ? | i | i
COc1ccccc1C(=O)NC(=S)Nc1cccc2cc(O)ccc12
→ i | i | i | i | i | i | i | 11 | -5 | i | i
COc1ccccc1NC(=O)CSc1nnc(Cc2cccs2)n1C
→ i | i | i | i | i | i | i | -1 | -1 | i | i
CCNC(=S)NNC(=O)c1csc(CC)c1
→ i | i | i | i | i | i | i | -1 | 7 | i | i
CC(C)c1nnc2n1N=C(c1ccc(Cl)cc1)CS2
→ i | i | i | i | i | i | i | -3 | 3 | i | i
O=C1S/C(=C\c2ccc(N3CCOCC3)o2)C(=O)N1Cc1ccc(F)cc1
→ . | i | . | i | i | . | i | . | 3 | i | .
CN1CCN(CCCC(=O)c2ccc(F)cc2)CC1
→ i | i | i | i | i | i | i | 2 | -6 | i | i
CCCCCn1c(=O)c(C(=O)OCC)c(Cl)c2ccccc21
→ i | i | i | i | i | i | i | 0 | 4 | i | i
CC1CCN(S(=O)(=O)c2cccc(S(=O)(=O)N3CCOCC3)c2)CC1
→ i | i | i | i | i | i | i | 5 | -5 | i | i
COc1ccc(CSC2=NCCN2)cc1Br
→ i | i | i | i | i | i | i | -4 | 3 | i | i
O=C(NCCN1CCOCC1)C1CCCN(S(=O)(=O)c2ccc(F)cc2)C1 (centres undefined)
→ i | i | i | i | i | i | i | -1 | -2 | i | i
CC(C)C1Oc2ccccc2N(CC(=O)N2CCOCC2)C1=O (centres undefined)
→ i | i | i | i | i | i | i | 2 | 1 | i | i
CCN(c1ccccc1)S(=O)(=O)c1ccc(C(=O)Nc2nnc(COC)o2)cc1
→ i | i | i | i | i | i | i | 16 | -5 | i | i
CCN(CC)CCC(C)OC(c1ccccc1)c1ccccc1 (centres undefined)
→ i | i | i | i | i | -8.7* | i | -14 | 1 | i | i
O=C(NC1CCCCCC1)c1c(O)c2ccccc2[nH]c1=O
→ i | i | i | i | i | i | i | 7 | 5 | i | i
O=C(Nc1csc([N+](=O)[O-])c1)Nc1ccccc1Cl
→ i | i | i | i | i | i | i | -3 | 5 | i | i
CCCOc1ccc(CN(CCC#N)C(=S)NC(=O)c2ccccc2)cc1
→ i | i | i | i | i | i | i | 44 | 8 | i | i
O=C(COc1ccc(-c2nnc(N3CCCCC3)c3ccccc23)cc1)N1CCCCC1
→ i | i | i | i | i | i | i | 7 | 2 | i | i
COc1ccccc1CNCC(=O)Nc1ccccc1-n1cccc1
→ i | i | i | i | i | i | i | -1 | 7 | i | i
Cc1cc(C)nc(/N=C(\N)Nc2cc([N+](=O)[O-])ccc2C)n1
→ -7.1* | i | i | i | i | i | i | 9 | -5 | i | i
CN1CCN(NC(=O)c2ccc(Cl)s2)CC1
→ i | i | i | i | i | i | i | 0 | -7 | i | i
CC(=O)c1c(C)nc2ccc(Cl)cn12
→ i | i | i | i | i | i | i | 1 | -2 | i | i
Cc1cc(CSc2ccccc2)ccc1NC(=O)c1ccc(C)c([N+](=O)[O-])c1
→ i | i | i | i | i | i | i | 1 | 1 | i | i
COc1ccc(NC(=O)NC2CCCc3ccccc32)cc1OC (centres undefined)
→ i | i | i | i | i | i | i | 3 | -5 | i | i
CCOC(=O)c1ccccc1NC(=O)COC(=O)CSC(C)C(=O)Nc1cc(C)on1 (centres undefined)
→ i | i | i | i | i | i | i | 29 | 4 | i | i
O=C(Nc1nccs1)c1ncc(Cl)c(Cl)c1Cl
→ i | i | i | i | i | i | i | 1 | 5 | i | i
CCC/C(=N\NC(=O)Cc1csc(N2CCOCC2)n1)c1ccccc1
→ i | i | i | i | i | i | i | 9 | 2 | i | i
COc1ccc(C(c2nnnn2Cc2ccccc2)N2CCN(C(=O)c3ccco3)CC2)cc1OC (centres undefined)
→ i | i | i | i | i | i | i | -5 | -5 | i | i

Next part.
Order of values: TRPC6 inh | ANO1 activ | TRPC6 act | TMEM16A inh | MrgX1 antag | RGS4 pot | MrgX1 ag | SKKanGAS inh | HDAC3 inh | MrgX1 PAM | RGS4 block
COCC1CCN(Cc2cn[nH]c2-c2ccc(OC)c(F)c2)C1 (centres undefined)
→ i | i | i | i | i | i | i | -3 | . | i | i
COc1cnc(-c2cccc(C(F)(F)F)c2)nc1OC
→ i | i | i | i | i | i | i | -3 | 10 | i | i
O=C(NS(=O)(=O)c1ccccc1)c1ccccc1O
→ i | i | i | i | i | i | i | 0 | -18 | i | i
CC1(c2ccccc2)NC(=O)N(CC(=O)N2CCOCC2)C1=O (centres undefined)
→ i | i | i | i | i | i | i | -1 | 0 | i | i
CC(C)n1c(O)c(N=NC(=O)Cc2csc(N3CCOCC3)n2)c2ccccc21
→ i | i | i | i | i | i | i | 0 | 6 | i | i
Cc1cccc(-n2nc3c(c2NC(=O)c2ccc4c(c2)OCO4)CS(=O)(=O)C3)c1C
→ i | i | i | i | i | i | i | -1 | 8 | i | i
O=C(O)[C@H]1CCCC[C@H]1C(=O)NCCNC(=O)[C@@H]1CCCC[C@@H]1C(=O)O
→ i | i | i | i | i | i | i | 2 | 0 | i | i
COCCn1c(C)cc(/C=C(\C#N)C(=O)OCC(=O)N(C)c2c(N)n(Cc3ccccc3)c(=O)[nH]c2=O)c1C
→ i | i | i | i | i | i | i | 2 | 8 | i | i
